# NCOA2 inhibitor = inhibition of GAL4-SRC2 driven luciferase reporter, primary screen, SRC2 inhibitor project, cell-based, luminescence; 0.17% of 370,000 active; AID 651957, 2012; inhibition, % at 9 µM; HEK293 GAL4-SRC2 luciferase reporter;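 active = inhibition above the mean inhibition of all tested compounds plus 3 SD, set per campaign, cut at about 52% in these data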;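 note: 0% = DMSO treated cells and 100% = cells given Gossypol at 36 µM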
# TLR9-MyD88 inh = inhibitors of TLR9-MyD88 association in cells, primary screen, cell-based, CHO, BLA complementation, fluorescence. Toll-like receptor 9 (Homo sapiens) + Myeloid differentiation primary response protein …. inhibition, % at 4.98 µM. 0.21% of 340,000 active. CCF4 FRET ratio;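 active = inhibition above the mean over all tested compounds plus 3 SD, cut at about 21% in these data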;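 note: 0% = DMSO only wells and 100% = clavulanate BLA inhibitor control wells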
# Target sequence (Q99836 whole entry, looked up): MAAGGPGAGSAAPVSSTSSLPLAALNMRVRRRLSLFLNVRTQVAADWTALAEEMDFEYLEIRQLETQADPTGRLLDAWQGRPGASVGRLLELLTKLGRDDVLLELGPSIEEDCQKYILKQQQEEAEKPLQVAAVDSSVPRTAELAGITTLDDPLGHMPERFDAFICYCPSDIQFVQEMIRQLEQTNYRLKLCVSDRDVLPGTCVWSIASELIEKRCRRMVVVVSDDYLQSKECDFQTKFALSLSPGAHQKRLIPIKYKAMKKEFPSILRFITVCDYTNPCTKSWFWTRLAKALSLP
# Target sequence (Q9NR96 whole entry, looked up): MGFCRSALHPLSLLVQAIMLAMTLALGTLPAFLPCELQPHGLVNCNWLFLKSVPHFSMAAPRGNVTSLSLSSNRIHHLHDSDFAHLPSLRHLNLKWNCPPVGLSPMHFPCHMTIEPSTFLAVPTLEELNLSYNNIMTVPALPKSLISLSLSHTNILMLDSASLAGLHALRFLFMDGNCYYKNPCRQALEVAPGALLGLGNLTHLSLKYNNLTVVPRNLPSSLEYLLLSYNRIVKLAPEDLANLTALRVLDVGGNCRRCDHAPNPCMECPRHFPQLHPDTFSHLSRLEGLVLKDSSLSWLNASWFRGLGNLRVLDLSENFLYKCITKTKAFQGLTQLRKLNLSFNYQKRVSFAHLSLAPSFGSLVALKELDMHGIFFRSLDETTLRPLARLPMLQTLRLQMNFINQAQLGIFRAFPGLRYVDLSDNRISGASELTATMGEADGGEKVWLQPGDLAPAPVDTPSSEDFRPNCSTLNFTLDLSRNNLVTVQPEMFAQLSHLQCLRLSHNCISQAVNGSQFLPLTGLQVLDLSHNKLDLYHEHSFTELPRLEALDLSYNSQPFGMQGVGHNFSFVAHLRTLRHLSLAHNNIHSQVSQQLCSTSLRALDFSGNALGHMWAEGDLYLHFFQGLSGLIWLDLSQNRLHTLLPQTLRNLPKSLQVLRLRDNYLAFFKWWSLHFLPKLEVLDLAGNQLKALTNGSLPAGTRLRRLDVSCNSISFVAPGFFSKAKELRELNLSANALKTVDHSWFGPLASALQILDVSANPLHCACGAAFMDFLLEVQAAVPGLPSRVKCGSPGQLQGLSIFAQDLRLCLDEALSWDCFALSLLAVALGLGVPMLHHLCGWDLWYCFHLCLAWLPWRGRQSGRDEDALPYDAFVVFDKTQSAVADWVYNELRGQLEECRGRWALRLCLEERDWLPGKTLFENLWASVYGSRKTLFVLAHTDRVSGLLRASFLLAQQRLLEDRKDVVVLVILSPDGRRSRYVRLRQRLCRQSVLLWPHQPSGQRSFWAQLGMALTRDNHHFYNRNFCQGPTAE
# TROY signal inh = inhibitors of TROY-driven NF-kB signaling, primary screen, Q293 LMP1-TROYcd cells, NF-kB luciferase, uHTS; Q293 LMP1-TROYcd NF-kB luciferase reporter, 4 h; inhibition, % at 10 µM; 0.98% of 360,000 active;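 active = compounds whose plate-normalised and pattern-corrected inhibition of the luciferase reporter signal at the single screening dose is 50% or more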
# LRH-1 inv ag = LRH-1 (NR5A2) inverse agonists, primary screen, cell-based, luminescence, HEK293T, StAR-luciferase reporter; LRH-1 transfected, 24 h; 0.13% of 360,000 active; AID 602396, 2012; inhibition, % at 3.6 µM; Nuclear receptor subfamily 5 group A member 2 (Homo sapiens), O00482;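 active = inhibition above the mean inhibition of all tested compounds plus 3 SD, cut at about 73% in these data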;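 note: 0% = DMSO wells and 100% = reporter-only cells lacking LRH-1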
# NCOA1 inh = SRC1 coactivator transcriptional activity inhibitors, primary screen, cell-based, luminescence; Nuclear receptor coactivator 1 (Homo sapiens), Q15788; HEK293 GAL4-SRC1 luciferase reporter; inhibition, % at 3.6 µM; 0.12% of 360,000 active;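 active = inhibition above the campaign mean plus 3 SD, with each screening campaign given its own cutoff, cut at about 60% in these data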;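 note: 0% = DMSO treated cells and 100% = gossypol at 36 µM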
# NCOA3 inh = SRC3 coactivator transcriptional activity inhibitors, primary screen, cell-based, luminescence; Nuclear receptor coactivator 3 (Homo sapiens), Q9Y6Q9; HEK293 GAL4-SRC3 luciferase reporter; inhibition, % at 3.6 µM; 0.17% of 360,000 active; AID 588352, 2011;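 active = inhibition above a per-campaign cutoff, the mean of all compounds plus 3 SD, cut at about 60% in these data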;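 note: 0% = DMSO-treated cells and 100% = gossypol-treated cells at 36 µM; higher means less SRC3-driven luciferase light from the GAL4 reporter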
# TWEAK Fn14 block = inhibitors of TWEAK-Fn14 signaling, primary screen, luciferase reporter cells, uHTS; inhibition, % at 10 µM; AID 1159606, 2016; TWEAK-stimulated Fn14 reporter cells, luciferase luminescence, 8 h; 2% of 360,000 active; in the data active = inhibition above about 50%
# C8 TRAIL sens = viability loss with TRAIL in NB7+C8 cells, primary screen, TRAIL sensitizer project, cell-based, ATPlite luminescence; inhibition (viability loss, TRAIL sensitization), % at 10 µM; 1% of 360,000 active; AID 624354, 2012;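 active = compounds causing at least 50% loss of cell viability in the single-dose screen, relative to plate controls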
# EBV LMP1 NFkB = EBV LMP1-driven NF-kappaB luciferase reporter inhibitors, primary screen, cell-based, luminescence, single point; LMP1-induced NF-kappaB luciferase reporter cells; inhibition, % at 12.5 µM; 0.69% of 350,000 active; AID 504558, 2011; in the data active = inhibition above about 41%;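 note: 0% = neutral control wells and 100% = reference inhibitor control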
# COUP-TFII inh = NR2F2 transcriptional activity inhibitors, primary screen, cell-based, luciferase reporter, HEK293T, luminescence; 0.7% of 370,000 active; COUP transcription factor 2 (Homo sapiens), P24468; inhibition, % at 8.6 µM; HEK293T NGFI-A luciferase reporter;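 active = inhibition above a per-plate cutoff, mean inhibition of test wells between control levels plus 3 SD, cut at about 38% in these data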;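 note: cells cotransfected with COUP-TFII expression vector driving the NGFI-A reporter; 0% = median of COUP-TF2 test wells and 100% = reporter-only cells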
# NOD2 RIPK2 PPI = NOD2-RIPK2 binding disruptors in cells, primary screen, fluorescence, CHO cells, BLA complementation; Receptor-interacting serine/threonine-protein kinase 2 (Homo sapiens), O43353; CCF4 ratio; inhibition, % at 4.98 µM; 0.38% of 360,000 active; in the data active = inhibition above about 21%;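 note: 0% = vehicle only and 100% = reference blocker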
# * marks the source's active call; other numbers are inactive results; . = not tested or not shown.
No.	mol	NCOA2 inhibitor	TLR9-MyD88 inh	TROY signal inh	LRH-1 inv ag	NCOA1 inh	NCOA3 inh	TWEAK Fn14 block	C8 TRAIL sens	EBV LMP1 NFkB	COUP-TFII inh	NOD2 RIPK2 PPI
1	Cc1ccc(S(=O)(=O)N(C)c2ccccc2C(=O)Nc2ccc3c(c2)OCCO3)cc1	-13	-3	1	24	-24	10	26	-6	7	-2	-7
2	CCSc1nnc(NC(=O)Cc2ccc(OC)cc2)s1	-7	2	-26	-8	-3	-6	-18	8	0	3	-6
3	CC(C)(C)c1ccc(S(=O)(=O)NCc2ccc(C(=O)NCC3CCCO3)cc2)cc1 (stereo unspecified)	-4	2	-1	-23	-3	-8	9	1	-9	4	-14
4	CCN1CCc2c(sc(NC(=O)c3ccc(C(=O)c4ccccc4)cc3)c2C(N)=O)C1	1	0	11	1	-20	-3	-24	13	7	3	-6
5	O=C(CSc1nnc(COc2ccccc2)o1)NC1CC2CCC1C2 (stereo unspecified)	-10	-5	-4	-4	5	-5	-4	-7	-2	0	-6
6	Cc1oc(-c2ccc(Cl)cc2)nc1CS(=O)CC(=O)NCc1ccco1 (stereo unspecified)	-13	-7	13	14	-1	-5	20	-16	-4	4	8
7	Cc1cccc(NC(=O)Cc2nnc(NC(=O)Nc3ccccc3F)s2)c1	-4	-2	-5	-3	1	2	-29	2	2	-10	-5
8	Cc1[nH]c(=O)[nH]c(=O)c1S(=O)(=O)N1CCN(c2ccccc2)CC1	-21	0	-2	0	3	-1	13	2	-1	-4	5
9	COc1ccc(OCc2cc(C(=O)NC3Cc4ccccc4C3)no2)c(Cl)c1	-6	-7	9	0	17	-11	-5	19	-14	8	-5
10	Cc1cc(C)cc(N=c2c([N+](=O)[O-])nn(-c3ccc4c(c3)OCCO4)n2O)c1	0	-1	34	-6	-7	1	25	24	16	8	-9
11	Cc1cc(OC(C)C(=O)NCc2ccccn2)c2c(C)c(C)c(=O)oc2c1 (stereo unspecified)	15	-3	-38	23	11	16	3	4	-3	-1	8
12	COc1ccc(OCc2cc(C(=O)NCCN3CCCC(O)C3)no2)c(Cl)c1 (stereo unspecified)	-25	5	-28	-22	-28	-1	1	3	1	-2	2
13	Cc1ccc(NC(=S)NC(NC(=O)c2ccccc2)C(Cl)(Cl)Cl)c(C)c1 (stereo unspecified)	2	-14	30	1	7	18	30	-5	-2	17	2
14	Cc1ccc(NC(=O)Cn2c(C)cc(C)c(C#N)c2=O)c(Cl)c1	-3	-20	-7	8	8	7	12	-7	5	4	-6
15	Cn1c(/C(C#N)=C2/CCCCCN2)nc2ccccc21	-30	3	-18	35	-10	-12	9	9	-13	-21	-9
16	O=C(CCn1c(=O)oc2ccccc21)Nc1nccs1	-5	8	-7	-35	-30	-29	0	10	-25	6	-10
17	Cc1cc(=O)n2nc(N3CCC(C(=O)NCc4cccc(Br)c4)CC3)sc2n1	0	0	-10	-11	3	11	8	-16	5	-3	-3
18	COc1ccc(CNC(=O)CSc2cccc3cccnc23)cc1	16	-8	-28	6	-8	2	-12	9	-1	2	-5
19	CC(C)=CCc1cc([C@@H]2CC(=O)c3ccc(O)c(CC=C(C)C)c3O2)ccc1O	4	-17	43	-22	-26	3	58*	-11	-1	16	2
20	COC(=O)c1sccc1NC(=S)Nc1cc(C)ccc1OC	23	-4	1	-6	-5	-2	0	-8	-5	-23	-3
21	NC(=O)C1CCCN(C(=O)c2ccc(NC(=O)c3cccs3)cc2)C1 (stereo unspecified)	5	-1	-1	0	-10	-8	11	5	-2	-1	-5
22	O=C(COC(=O)/C=C/c1ccc2c(c1)OCO2)Nc1ccccc1	-11	5	-30	0	-5	4	-37	0	0	18	0
23	COc1ccccc1NC(=O)C(Cc1ccc(Cl)cc1)c1nn[nH]n1 (stereo unspecified)	-13	0	11	-12	5	9	14	0	0	-10	4
24	Cc1ccc(-c2nnn(CC(=O)N(c3ccccc3)C(C(=O)NCC3CCCO3)c3cccs3)n2)o1 (stereo unspecified)	-4	-3	2	-2	-18	1	2	0	8	2	-3
25	O=C1CCCCCC[C@@H](O)[C@H](O)C[C@H](c2ccccc2)O1	-3	.	-3	-5	.	.	15	12	.	3	4

# Record cards, from the list above. Order of values: NCOA2 inhibitor | TLR9-MyD88 inh | TROY signal inh | LRH-1 inv ag | NCOA1 inh | NCOA3 inh | TWEAK Fn14 block | C8 TRAIL sens | EBV LMP1 NFkB | COUP-TFII inh | NOD2 RIPK2 PPI
# `CCN1CCc2c(sc(NC(=O)c3ccc(C(=O)c4ccccc4)cc3)c2C(N)=O)C1` as listed: 1 | 0 | 11 | 1 | -20 | -3 | -24 | 13 | 7 | 3 | -6
# `Cc1cc(OC(C)C(=O)NCc2ccccn2)c2c(C)c(C)c(=O)oc2c1` (stereo unspecified) as listed: 15 | -3 | -38 | 23 | 11 | 16 | 3 | 4 | -3 | -1 | 8
# `COC(=O)c1sccc1NC(=S)Nc1cc(C)ccc1OC` as listed: 23 | -4 | 1 | -6 | -5 | -2 | 0 | -8 | -5 | -23 | -3
# `Cc1ccc(NC(=O)Cn2c(C)cc(C)c(C#N)c2=O)c(Cl)c1` as listed: -3 | -20 | -7 | 8 | 8 | 7 | 12 | -7 | 5 | 4 | -6
# `NC(=O)C1CCCN(C(=O)c2ccc(NC(=O)c3cccs3)cc2)C1` (stereo unspecified) as listed: 5 | -1 | -1 | 0 | -10 | -8 | 11 | 5 | -2 | -1 | -5

# TWEAK Fn14 block: hit marks shown above
item	mol	NCOA2 inhibitor	TLR9-MyD88 inh	LRH-1 inv ag	NCOA1 inh	NCOA3 inh	TWEAK Fn14 block	EBV LMP1 NFkB	COUP-TFII inh	NOD2 RIPK2 PPI
19	CC(C)=CCc1cc([C@@H]2CC(=O)c3ccc(O)c(CC=C(C)C)c3O2)ccc1O	4	-17	-22	-26	3	58*	-1	16	2

# (further entries)
No.	mol	NCOA2 inhibitor	TLR9-MyD88 inh	TROY signal inh	LRH-1 inv ag	NCOA1 inh	NCOA3 inh	TWEAK Fn14 block	C8 TRAIL sens	EBV LMP1 NFkB	COUP-TFII inh	NOD2 RIPK2 PPI
26	Cc1ccc(C(=O)NNC(=O)c2ccco2)cc1	-16	1	-47	-52	-55	-16	-17	27	1	-50	1
27	C=CCn1cccc(C(=O)Nc2ccc(OC)c(Cl)c2)c1=O	.	3	-21	-39	-53	-24	-15	13	-1	.	5
28	COc1cccc(-n2cc(CN(C)Cc3nc(Cc4cccc(F)c4)no3)cn2)c1	10	-15	-30	2	-3	16	-30	-11	-15	5	-14
29	Cc1ccc2c(N)c(C(=O)N(c3ccccc3)c3ccccc3)sc2n1	2	14	-4	-2	-13	-3	32	-8	0	-4	-9
30	COc1ccccc1N1CCN(CC(=O)Nc2cccc(F)c2)CC1	-6	4	1	1	-9	2	10	-12	7	0	6
31	COc1ccccc1NC(=O)Nc1nc(CC(=O)NCc2ccc(F)cc2)cs1	-1	-3	-11	-5	15	-17	4	7	5	20	-2
32	Cn1c(=O)cc(OCC(=O)NCc2cccs2)c2ccccc21	-25	6	-6	-29	-7	-6	3	-4	-8	-10	-12
33	CCOc1ccc(NC(=O)c2ccc(NCC(=O)N3CCCCCC3)cc2)cc1	-5	-2	-22	-21	-11	5	-2	35	6	-6	-7
34	Cc1ccc(C(=O)NCC(=O)OCC(=O)N2CCCc3ccccc32)cc1	0	-5	9	-10	-2	7	-8	-5	-4	-3	-1
35	CC(NC(=O)c1cc2c(cc1Cl)N1CCCCCC1=NS2(=O)=O)c1ccc(S(N)(=O)=O)cc1 (stereo unspecified)	-6	-4	3	-4	-5	-2	-3	14	3	8	-2
36	COC(=O)c1ccc(C(=O)OC)c(NC(=S)N2CCN(C(=O)C3CCCO3)CC2)c1 (stereo unspecified)	-39	5	-1	-8	-19	18	-2	14	-2	-2	7
37	O=C(CCS(=O)(=O)Cc1ccc(Cl)cc1)NCCCN1CCOCC1	10	1	-3	-22	3	-16	12	-5	0	7	-17
38	COCCN1C(=O)c2ccc(C(=O)O)cc2C1=O	-4	2	-32	-24	0	6	21	4	3	-1	-5
39	Cc1cc(NC(=O)c2ccc(Cl)c(S(=O)(=O)N3CCCCC3)c2)no1	19	2	3	-4	-9	10	25	18	13	5	7
40	CC(/C=N/Nc1ncc(C)c(=O)[nH]1)=C\c1ccccc1	-20	-6	-20	-37	-26	-9	-22	3	15	-16	-5
41	COc1cccc(Nc2ncc(C(=O)O)c3ccccc23)c1	-6	-2	-19	-6	8	6	3	-4	2	2	-1
42	Cc1nn(-c2ccccc2)c(C)c1C(=O)OCC(=O)Nc1ccccc1Cl	9	5	-6	-19	-7	8	-9	-4	-1	-11	-7
43	CCc1cc2c(C)ccc(C)c2nc1SCC(=O)Nc1cc(C)on1	-5	-8	3	-16	8	-3	-51	24	-14	1	-5
44	CCOc1ccc(S(=O)(=O)N2CCCC(C(=O)NCc3ccncc3)C2)cc1Cl (stereo unspecified)	-2	-3	9	24	1	11	28	-10	2	0	-1
45	CCS(=O)(=O)c1ccc2oc(Nc3ccc(C(C)C)cc3)nc2c1	-15	1	-49	7	-12	-2	-36	-11	-17	-9	9
46	Cc1ccccc1NC(=O)c1cc2c(C)nc3ccccc3c2o1	11	-1	-12	-13	-53	20	-26	6	5	-4	-14
47	COc1cc(/C=C2\SC(=S)N(NC(=O)c3cccc(O)c3)C2=O)ccc1O	-24	6	-30	4	-3	-50	-14	-4	2	-2	-3
48	COc1ccc(S(=O)(=O)n2cnc3ccccc32)cc1OC	11	-2	6	-15	-4	-7	-3	-12	0	-3	-14
49	COc1ccc(CCNC(=S)Nc2ccc(S(=O)(=O)Nc3ncccn3)cc2)cc1OC	3	-3	0	-9	-7	1	13	2	1	0	-1
50	CCOC(=O)[C@]12CCC=C1N(Cc1ccc(Cl)cc1Cl)C(=O)[C@H](CC(=O)N1CCN(C(=O)c3ccco3)CC1)C2	6	.	5	1	.	.	-20	15	.	28	0
51	CCCn1c(N)c(C(=O)CSc2n[nH]c(-c3ccc(C)cc3)n2)c(=O)[nH]c1=O	19	-11	5	-7	-22	-17	-16	2	-2	-5	7

# Source: PubChem (several laboratories)

# Some of the compounds tested; the hit share may differ from the screen's.
